Bioassay records (PubChem)
UBC13 polyUb = blocks human UBC13 polyubiquitin chain formation. TR-FRET. P61088. inhibition, % at 20 µM. hit rate 0.47% among 330,000. AID 485273; in the data active means inhibition above about 45%, passing the limit was not always enough
Target sequence (P61088 whole entry, looked up): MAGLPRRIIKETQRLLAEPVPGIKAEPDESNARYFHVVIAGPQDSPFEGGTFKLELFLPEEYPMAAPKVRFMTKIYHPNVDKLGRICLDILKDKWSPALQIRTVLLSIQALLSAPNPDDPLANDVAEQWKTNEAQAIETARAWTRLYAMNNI
EBI2 block = antagonists of human EBI2 receptor | P32249 | EBI2 beta-arrestin recruitment, luminescence, 7a,25-OHC stimulated | inhibition, % at 5 µM | hit rate 0.81% among 360,000; in the data active means inhibition above about 38%;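 further: enzyme fragment complementation signal reports receptor beta-arrestin coupling in cells; 0% = agonist plus DMSO wells and 100% = wells without agonist; some results beyond the cut were filed as inactive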
Target sequence (P32249 whole entry, looked up, the tested form may be a part): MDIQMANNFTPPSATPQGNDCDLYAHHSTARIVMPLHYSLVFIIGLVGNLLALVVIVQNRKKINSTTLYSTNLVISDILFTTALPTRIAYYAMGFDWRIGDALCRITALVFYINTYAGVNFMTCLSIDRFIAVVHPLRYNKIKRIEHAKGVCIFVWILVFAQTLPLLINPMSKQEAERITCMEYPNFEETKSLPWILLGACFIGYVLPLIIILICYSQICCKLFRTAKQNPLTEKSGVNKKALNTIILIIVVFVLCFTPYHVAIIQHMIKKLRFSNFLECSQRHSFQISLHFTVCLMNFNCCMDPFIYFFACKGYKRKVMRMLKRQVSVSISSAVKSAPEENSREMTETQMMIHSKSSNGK
SENP8 block = SENP8 protease inhibition | purified SENP8, Z-RLRGG-aminoluciferin cleavage, luminescence | inhibition, % at 10 µM | AID 2540 | Q96LD8 | hit rate 1.2% among 330,000
Target sequence (Q96LD8 whole entry, looked up): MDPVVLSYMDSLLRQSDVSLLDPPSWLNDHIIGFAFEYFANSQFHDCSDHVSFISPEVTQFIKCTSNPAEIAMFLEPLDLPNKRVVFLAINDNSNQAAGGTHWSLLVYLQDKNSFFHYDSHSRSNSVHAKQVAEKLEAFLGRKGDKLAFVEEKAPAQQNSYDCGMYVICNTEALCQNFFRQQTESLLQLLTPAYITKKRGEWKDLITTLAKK
Jurkat NFkB inh = inhibitors of the PMA/ionomycin-induced NF-kB reporter in Jurkat cells; PMA/ionomycin-induced NF-kB luciferase reporter, luminescence; inhibition, % at 4 µM; hit rate 0.53% among 330,000
Apaf-1 inh = inhibitors of human Apaf-1 apoptosome; hit rate 0.71% among 330,000; AID 489030; reconstituted apoptosome caspase-3 activity, DEVD-Rh110 fluorescence; O14727; inhibition, % at 20 µM; active means inhibition of at least 40% at 20 µM;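 further: plate controls were DMSO wells for no effect and DEVD-CHO caspase inhibitor wells for full effect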
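Material: reconstituted apoptosome with Apaf-1, cytochrome c, caspase-9, procaspase-3, dATP. Technique: Rh110 fluorescence intensity. Buffer or medium: pH 7.5 Hepes buffer with CHAPS, BSA, DTT. Times: 30 min plus 50 min, RT.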
Gli-Sufu block = Gli-Sufu pathway antagonism; Sufu-KO-LIGHT fibroblasts, Gli luciferase reporter luminescence; inhibition, % at 5 µM; hit rate 0.74% among 340,000; AID 588413;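 active means inhibition above about 55%, limit read from the data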;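 further: 0% = DMSO-treated cells and 100% = wells with medium but no cells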
697 NFkB inh = lowers PMA/ionomycin-induced NF-kB signal in 697 B cells. 697 B-cell NF-kB luciferase reporter, 16 h. hit rate 0.33% among 330,000. AID 435022. inhibition, % at 4 µM; in the data active means inhibition above about 35%
CCR6 antag = CCR6 (human) receptor antagonism; AID 493098; inhibition, % at 20 µM; hit rate 0.49% among 340,000; P51684; CHO-K1 CCR6 PathHunter beta-arrestin, luminescence, CCL20-stimulated;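 active means compounds whose inhibition of the agonist-driven luminescence signal at 20 µM reaches about 50%, limit read from the data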;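 further: cells stimulated with CCL20 at 14 nM final; plate controls were DMSO with CCL20 for no effect and DMSO without agonist for full effect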
Starred values were filed as active, the others as inactive; nt = not tested or not shown. Unless noted, no stated cut-off is given here; in the data, active means inhibition above about 50%; inactive means the rest. Only part of the results is shown; the hit share may differ from the screen's.

SMILES | UBC13 polyUb | EBI2 block | SENP8 block | Jurkat NFkB inh | Apaf-1 inh | Gli-Sufu block | 697 NFkB inh | CCR6 antag
O=C(CSc1nc2ccccc2c(=O)n1-c1ccc(F)cc1F)Nc1ccc(N2CCOCC2)cc1 | -12.3 | 3.4 | -9.3 | -10.1 | 8.2 | 11.3 | 6.6 | 14.6
COc1ccc(C(=O)c2cc3c(cc2[N+](=O)[O-])OCCO3)cc1 | -0.8 | -9.2 | -3.0 | -9.6 | 8.8 | -19.6 | 7.5 | 8.9
CCCCC(c1nnnn1C1CCCC1)N1CCN(C(=O)c2ccco2)CC1 (centres undefined) | -6.1 | 5.4 | -7.7 | 6.8 | 2.3 | -0.8 | -14.5 | 0.2
O=c1[nH]c(=O)n(Cc2ccccc2)c2c1CCC2 | 0.6 | -4.9 | 4.8 | 3.0 | -5.6 | 0.2 | 6.6 | -1.3
O=C(NCc1ccc(Cl)cc1)NCC(F)(F)F | -6.6 | -13.3 | -3.6 | 10.8 | 4.0 | 6.7 | 12.0 | -0.8
Nc1nc(SCC(=O)NC2CCCC2)[nH]c(=O)c1NC(=O)c1cccs1 | -10.1 | 6.5 | 7.2 | 1.4 | 2.7 | -13.3 | -12.0 | -1.6
CCN(CC)S(=O)(=O)c1cccc(-c2nnc(SCC(=O)NC)n2N)c1 | 12.8 | 7.1 | 1.2 | 10.4 | -2.5 | -3.3 | 8.7 | -15.8
O=[N+]([O-])c1ccc(O)c(Nc2c([N+](=O)[O-])ccc3nonc23)c1 | -76.7 | 8.5 | 7.0 | 15.1 | 10.9 | 1.6 | 25.0 | 43.9
Cn1c(SCC(=O)c2ccc3c(c2)Cc2ccccc2-3)nnc1-c1cccc(N)c1 | -13.1 | 3.7 | -15.6 | -21.8 | 20.9 | 11.7 | 0.2 | -3.2
CC1(C)Cc2c(sc(/N=C/N3CCCCCC3)c2C#N)C(C)(C)N1 | 6.8 | -4.3 | 3.8 | 0.4 | -7.3 | nt | -16.4 | 15.8
CS(=O)(=O)c1ccc(Sc2nc3ccccc3s2)c([N+](=O)[O-])c1 | 6.0 | 1.7 | -1.2 | 93.7* | 9.8 | 9.4 | -24.4 | 2.1
Cc1ccc(S(=O)(=O)Nc2ccnc3ccccc23)cc1 | -18.4 | -4.4 | -5.0 | -6.0 | -1.0 | 5.2 | -18.3 | -2.1
COc1ccc(N2CCN(C(=O)CSc3ncn[nH]3)CC2)cc1 | 4.6 | -3.1 | 10.7 | 3.7 | 1.1 | -1.6 | 21.2 | 1.7
CC(C)C[C@H](NC(=O)C1CC(=O)N(c2ccc3c(c2)OCO3)C1)C(=O)NC1CCCC1 (some centres undefined) | -3.2 | -13.6 | -0.6 | 7.0 | 0.9 | 17.1 | 9.0 | -4.2
O=C(CN1CCN(c2ccccc2)CC1)Nc1ccc2c(c1)CCC2 | 7.3 | -0.6 | -8.8 | 3.0 | 30.2 | -5.3 | 6.8 | 18.5
COc1cccc(/C=C/C(=O)NCC2CCCCC2)c1 | 8.8 | 22.5 | -4.0 | 0.3 | 5.3 | -1.7 | 9.3 | 3.4
CC(=O)c1ccc(N2CCN(S(=O)(=O)c3c(C(=O)N4CCCCC4)c(C)n(C)c3C)CC2)cc1 | -12.6 | -10.0 | -12.0 | -7.7 | -6.2 | 16.1 | 7.4 | 19.2
Cc1ccc(C(=O)CSc2nnc(-c3cccs3)n2C)o1 | -5.9 | -10.9 | 5.2 | 18.0 | 4.9 | 6.9 | -12.7 | -1.8
Cc1ccc(NC(=O)CCS(=O)(=O)c2ccccc2)cc1S(=O)(=O)N1CCOCC1 | -4.8 | -4.2 | 2.0 | 13.8 | -1.9 | 3.3 | 17.5 | -2.2
COc1cccc(-c2ccc(=O)n(CC(=O)Nc3ccc(S(=O)(=O)NCC(C)C)cc3)n2)c1 | -3.1 | nt | 6.2 | 0.2 | 15.5 | nt | 4.1 | nt

2 of the compounds above, in markdown:
| mol | UBC13 polyUb | EBI2 block | SENP8 block | Jurkat NFkB inh | Apaf-1 inh | Gli-Sufu block | 697 NFkB inh | CCR6 antag |
| --- | --- | --- | --- | --- | --- | --- | --- | --- |
| CC1(C)Cc2c(sc(/N=C/N3CCCCCC3)c2C#N)C(C)(C)N1 | 6.8 | -4.3 | 3.8 | 0.4 | -7.3 | nt | -16.4 | 15.8 |
| CS(=O)(=O)c1ccc(Sc2nc3ccccc3s2)c([N+](=O)[O-])c1 | 6.0 | 1.7 | -1.2 | 93.7* | 9.8 | 9.4 | -24.4 | 2.1 |

Quoted from the listing.
For CCR6 antag, O=[N+]([O-])c1ccc(O)c(Nc2c([N+](=O)[O-])ccc3nonc23)c1 has the entry 43.9
For EBI2 block, COc1ccc(N2CCN(C(=O)CSc3ncn[nH]3)CC2)cc1 has the entry -3.1

(continued)
SMILES | UBC13 polyUb | EBI2 block | SENP8 block | Jurkat NFkB inh | Apaf-1 inh | Gli-Sufu block | 697 NFkB inh | CCR6 antag
COc1ccc(C(=O)Nc2ccc3oc(Cc4ccc(Cl)cc4)nc3c2)cc1OC | 11.8 | 11.6 | 1.4 | 0.1 | 11.6 | 10.1 | -24.8 | 11.6
O=C(COC(=O)CSc1ccc2ccccc2c1Br)NC1CC1 | 11.0 | -9.6 | -11.0 | -3.5 | -3.4 | 1.1 | 11.5 | -3.0
Cc1cccc(C(=O)N2CCCN(C(=O)c3cccc(C)c3)CC2)c1 | 3.4 | -6.0 | -4.5 | 0.5 | -2.1 | -7.9 | -3.9 | 10.4
CCOc1cc(N2CCOCC2)c(OCC)cc1NC(=O)COC(=O)c1ccccc1C | -0.3 | 13.0 | -2.5 | -11.2 | 15.1 | 24.2 | -38.0 | 19.0
COc1ccc(C(=O)NC(=S)N2CC(C)OC(C)C2)cc1 (centres undefined) | 1.1 | -14.0 | -4.1 | -1.9 | 3.2 | -0.2 | 10.6 | -1.5
COCCCn1c(C(=O)NCCC2=CCCCC2)cc2c(=O)n3ccccc3nc21 | 15.3 | 3.9 | -1.9 | 3.8 | 0.8 | -1.2 | -2.4 | 4.7
O=C(O)C1CCN(c2ccccc2[N+](=O)[O-])CC1 | -9.3 | 2.5 | 2.5 | -2.3 | -8.9 | nt | 13.0 | 1.7
O=S(=O)(NCc1ccco1)c1ccc(S(=O)(=O)N2CCCCC2)cc1 | 5.2 | -0.8 | 9.1 | 2.1 | -3.4 | -13.8 | 5.6 | 9.7
Nc1ncc(-c2cc3ccccc3oc2=O)s1 | -0.3 | -3.8 | 84.0* | -63.1 | -3.7 | -37.9 | -49.9 | -4.2
Cc1cc(NC(=O)c2cc(-c3ccccn3)nc3c(Cl)cccc23)no1 | -5.8 | -16.2 | 2.0 | 26.4 | 6.8 | -1.0 | -36.8 | -1.9
O=C(/C=C/c1ccc(S(=O)(=O)N2CCOCC2)cc1)OCC(=O)c1ccc([N+](=O)[O-])cc1 | -12.2 | 3.0 | -5.0 | 8.0 | 4.4 | 0.2 | 17.0 | -12.7
O=C(O)c1cc(NC(=O)C2CCCO2)cc(NC(=O)C2CCCO2)c1 (centres undefined) | 7.6 | 4.3 | -10.4 | -2.0 | -20.7 | 44.4 | 3.8 | 1.0
C=CCOn1c(C)c(C(C)=O)c2c3no[n+]([O-])c3ccc21 | 0.3 | 11.1 | 1.9 | 6.7 | 6.6 | -3.4 | -16.0 | 0.8
O=C(CCSc1nnc(-c2ccncc2)o1)Nc1cccc(Cl)c1 | 5.3 | -6.6 | 2.2 | 3.5 | -3.5 | -6.8 | 23.5 | -1.1
CC(C)c1ccc(/C=C2\CC/C(=C\C=N\N(C)C)C2=O)cc1 | -39.1 | -0.5 | 3.6 | 2.9 | 15.7 | -13.4 | -13.8 | 18.1
COc1cccc(NS(=O)(=O)c2ccc(S(=O)(=O)N3CCOCC3)cc2)c1 | 11.8 | -17.1 | 5.2 | 0.4 | -16.1 | 9.9 | 6.1 | 5.2
CN(c1ccccc1C(=O)NCC1CCCO1)S(C)(=O)=O (centres undefined) | 8.1 | -0.7 | 3.7 | 5.7 | -6.8 | -0.8 | -2.4 | 2.8
S=C1SCN(CC2CC2)CN1CC1CC1 | -4.3 | 3.0 | -7.8 | 16.2 | 0.2 | -0.8 | 5.8 | -2.3
Cc1c(C(=O)N2CCOCC2)c(S(=O)(=O)Nc2ccc(OC(F)(F)F)cc2)c(C)n1C | -12.7 | -4.7 | -3.0 | 2.9 | 11.9 | 2.9 | -25.9 | 2.9
Cc1ccc(-c2ccnc3c(Br)c(C)nn23)cc1 | 7.0 | 0.1 | 8.5 | -4.1 | 10.4 | 0.2 | 2.1 | 1.8
c1ccc(-c2nc(N3CCOCC3)c3ccccc3n2)nc1 | -25.5 | -1.7 | -6.6 | -16.1 | 13.1 | -1.7 | -39.5 | -2.7
CCN(CC)S(=O)(=O)c1ccc(N2CCOCC2)c(NC(=O)c2cnccn2)c1 | -2.4 | -12.5 | -3.7 | -6.2 | 9.8 | 12.3 | 5.8 | 11.9
COc1ccc([N+](=O)[O-])cc1NC(=O)CCN1CCN(CCO)CC1 | -0.7 | -8.8 | -8.7 | -6.6 | 6.7 | 1.8 | 3.8 | -7.7
CC(=O)C[C@@H](O)CC(=O)[C@H]1OC(=O)[C@H](C)C/C=C\Cc2ccccc21 | -1.0 | -3.6 | -0.8 | 1.6 | -2.6 | 26.0 | -1.2 | 5.6
CCC(C(=O)NCCC(C)C)N(Cc1ccccc1Cl)C(=O)c1snc(C(N)=O)c1N (centres undefined) | 10.4 | 20.4 | -0.2 | -2.0 | 19.7 | -14.2 | 16.6 | 25.4
O=C(NCc1cccs1)c1ccc(CS(=O)Cc2ccccc2Cl)o1 (centres undefined) | -5.7 | 11.9 | 3.5 | -9.3 | 1.9 | 4.6 | -40.6 | 6.6
CCCSc1ncccc1C(=O)O | -5.6 | 1.2 | 0.4 | -30.1 | -6.7 | 3.7 | -33.3 | 5.7
O=C(COC(=O)c1ccc(O)cc1)Nc1cccc(S(=O)(=O)NC2=NCCCCC2)c1 | -4.4 | 12.4 | -1.1 | 0.0 | 4.4 | 3.4 | -0.4 | 0.7
CCc1[nH]nc(C(=O)N2CCCC(CNS(=O)(=O)c3cccs3)C2)c1C (centres undefined) | -6.7 | 1.1 | -0.5 | -14.3 | -2.9 | -6.1 | -8.1 | 8.8
Cc1ccc(C(=O)NNC(=S)Nc2cccc(Cl)c2Cl)cc1[N+](=O)[O-] | -16.4 | -11.5 | -9.6 | 2.1 | -10.0 | -1.8 | 25.5 | 8.7
O=C(NCc1ccco1)C(c1ccccc1)N(Cc1ccccc1)C(=O)Cn1nnc2ccccc21 (centres undefined) | -7.3 | 0.6 | -2.7 | 4.2 | 19.5 | -1.3 | -15.6 | 4.0
CCc1sc(N(C(=O)Cc2ccccc2)c2cccc(F)c2)nc1-c1ccc(C)cc1 | -2.9 | 19.1 | 9.2 | 11.0 | 10.0 | -5.1 | 18.4 | 16.4
COc1cc(NC(=O)c2ccc(F)cc2)c(OC)cc1Cl | 1.2 | -4.0 | 1.5 | -3.8 | 4.7 | -4.2 | 1.4 | 14.7
COc1cc(C(C)=O)ccc1OCC(=O)NC(=O)Nc1ccc(C)cc1C | 11.9 | 4.2 | 4.7 | -0.3 | -5.0 | 5.7 | 13.5 | 2.6
COc1ccc(OC)c(-c2csc(NC(=O)C3c4ccccc4Oc4ccccc43)n2)c1 | -9.4 | 17.1 | -7.1 | 6.0 | 2.8 | 1.2 | 20.6 | 11.7
O=C(COc1ccc(Cl)cc1)N1CCCCCCC1 | 0.8 | 10.7 | -6.7 | -8.5 | -2.2 | -11.2 | -0.4 | 7.8
O=C(COc1ccccc1[N+](=O)[O-])Nc1ccccc1N1CCCC1 | 9.7 | -1.1 | 3.8 | 1.8 | 0.5 | -18.6 | -4.6 | -2.9
S=C(Nc1ccc(Br)cc1)NC1CCCCC1 | -9.2 | 7.3 | -1.8 | -28.9 | 3.1 | -43.1 | -25.1 | 3.4
Cc1ccccc1OCCNC(=S)Nc1ccccc1 | 7.8 | 7.6 | -0.2 | -28.4 | 5.1 | -7.9 | -6.5 | 11.2

Jurkat NFkB inh: hit marks shown above
canonical_smiles	UBC13 polyUb	EBI2 block	Jurkat NFkB inh	697 NFkB inh	CCR6 antag
CS(=O)(=O)c1ccc(Sc2nc3ccccc3s2)c([N+](=O)[O-])c1	6.0	1.7	93.7*	-24.4	2.1
